Assay outcomes as filed in PubChem.
Tau FP inhib – qHTS for Inhibitors of Tau Fibril Formation, Fluorescence Polarization; Potency, µM (doses to about 57.7 µM), for inactives: at the top dose activity, negative = inhibition, most hits filed as inhibitors; K18 P301L tau heparin fibrillization, Alexa594 FP, 6 h; hit rate 0.39% among 280,000; Microtubule-associated protein tau (Homo sapiens), P10636; note: nearly all actives have a fitted effect of over 55% in size
Target sequence (P10636 561-689 P618L limits assumed): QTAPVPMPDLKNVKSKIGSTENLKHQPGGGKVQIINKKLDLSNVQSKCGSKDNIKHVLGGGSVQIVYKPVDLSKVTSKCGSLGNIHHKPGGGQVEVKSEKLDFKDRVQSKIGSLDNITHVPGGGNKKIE
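Steps: dispense K18 P301L tau (15 uM plus 0.24 uM Alexa 594 tracer, final) in pH 7 sodium acetate; add compound; add heparin (20 uM final); incubate 6 hr, 37 C; add ThT (30 uM final); after 1 hr ambient, read FP.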
aGal spleen mod – qHTS Assay for Inhibitors and Activators of Human alpha-Galactosidase From Spleen Homogenate | hit rate 0.008% among 240,000 | human spleen homogenate, 4MU-alpha-Gal fluorescence, 40 min | Potency, µM (doses to about 80 µM), for inactives: at the highest dose activity change, negative = inhibition, most hits filed as inhibitors | Alpha-galactosidase A (Homo sapiens), P06280;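 note: 0% = enzyme with vehicle and -100% = no enzyme basal signal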
Target sequence (P06280 32-429 limits assumed): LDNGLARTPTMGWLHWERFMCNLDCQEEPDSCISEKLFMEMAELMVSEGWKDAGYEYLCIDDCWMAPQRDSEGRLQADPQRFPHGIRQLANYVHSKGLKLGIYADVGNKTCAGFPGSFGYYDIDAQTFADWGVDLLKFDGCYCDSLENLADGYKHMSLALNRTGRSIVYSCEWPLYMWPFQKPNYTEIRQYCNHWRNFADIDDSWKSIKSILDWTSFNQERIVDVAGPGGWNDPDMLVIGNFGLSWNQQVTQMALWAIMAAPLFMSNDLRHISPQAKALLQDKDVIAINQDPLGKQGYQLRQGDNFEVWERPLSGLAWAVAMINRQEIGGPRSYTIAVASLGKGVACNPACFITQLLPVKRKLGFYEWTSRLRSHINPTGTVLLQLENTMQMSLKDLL
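Inhibition or activation of alpha-galactosidase in human spleen homogenate is scored by 4-MU fluorescence after 40 min at 37C, pH 5.0, with 1 mM substrate. AC50s come from concentration-response fitted to the Hill equation.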
ALDH1A1 block – qHTS Assay for Inhibitors of Aldehyde Dehydrogenase 1 (ALDH1A1). Aldehyde dehydrogenase 1A1 (Homo sapiens), P00352. Purified ALDH1A1, NADH fluorescence, propionaldehyde substrate. Potency, µM (series often up to 75.3 µM), for the others: top-dose activity, negative = inhibition, most hits filed as inhibitors. hit rate 7.3% among 220,000. AID 1030, 2008; active = well fitted inhibition curve with a large enough effect, not every such curve was filed as active; inconclusive = small, poorly fitted or top-dose-only effect, or another doubt; inactive = no such curve, though single readings can be large or run the other way;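 note: plate controls were no enzyme wells and a reference inhibitor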
Tau ThT inhib – qHTS for Inhibitors of Tau Fibril Formation, Thioflavin T Binding; Microtubule-associated protein tau (Homo sapiens), P10636; recombinant tau K18 P301L, heparin-induced fibrillization, ThT fluorescence; Potency, µM (highest dose often 57.4 µM), for the others: top-dose activity, negative = inhibition, most hits filed as inhibitors; hit rate 2.1% among 270,000; AID 1460, 2008; note: nearly all actives have a fitted effect of over 55% in size
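Heparin-induced fibrillization of the P301L-mutant K18 repeat-domain fragment of human tau was followed by ThT binding in quantitative high-throughput format.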
L3MBTL1 inh – qHTS Assay for the Inhibitors of L3MBTL1 | AlphaScreen L3MBTL1–H3K9me1 peptide binding | hit rate 0.66% among 230,000 | AID 485360, 2010 | Potency, µM (titrated, usually from 57.1 µM), without a hit: at the top dose activity, negative = inhibition, actives largely listed as inhibitors | Lethal(3)malignant brain tumor-like protein 1 (Homo sapiens), Q9Y468; note: nearly all actives have a fitted effect of over 60% in size
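AlphaScreen proximity signal between nickel-chelate acceptor and streptavidin donor beads (final 10 ug/mL) reports binding of 50 nM L3MBTL1 to 75 nM biotin-H3 K9me1 peptide; complex incubated with compounds 30 min at room temperature; cefsulodin titration as control.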
Tau fluor cs – Counterscreen qHTS for Inhibitors of Tau Fibril Formation, Fluorescence Polarization | tau K18 P301L Alexa594 fluorescence, heparin fibrillization | Potency, µM (series often up to 57.7 µM), for inactives: top-dose activity change, negative = decrease | hit rate 0.93% among 280,000 | AID 1463, 2008; note: nearly all actives have a fitted effect of over 55% in size
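Human tau K18 P301L (15 uM unlabeled, 0.24 uM Alexa 594-labeled) in 100 mM sodium acetate pH 7 with 20 uM heparin, 6 hr at 37 C. ThT 30 uM added, 1 hr ambient; Alexa 594 FP and total fluorescence read at 555/632 nm.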
TRb SRC2 PPI – qHTS for Inhibitors of the Interaction of Thyroid Hormone Receptor and Steroid Receptor Coregulator 2; TRbeta-SRC2 peptide binding, fluorescence polarization; receptor liganded with 1 µM T3; hit rate 0.065% among 280,000; Thyroid hormone receptor beta (Homo sapiens), P10828; Potency, µM (doses to about 106 µM), for the others: at the highest dose activity change, negative = inhibition, most hits filed as inhibitors;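 note: plate controls were bound peptide for no effect and peptide without receptor for full effect; nearly all actives have a fitted effect of over 50% in size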
Target sequence (P10828 whole entry, looked up): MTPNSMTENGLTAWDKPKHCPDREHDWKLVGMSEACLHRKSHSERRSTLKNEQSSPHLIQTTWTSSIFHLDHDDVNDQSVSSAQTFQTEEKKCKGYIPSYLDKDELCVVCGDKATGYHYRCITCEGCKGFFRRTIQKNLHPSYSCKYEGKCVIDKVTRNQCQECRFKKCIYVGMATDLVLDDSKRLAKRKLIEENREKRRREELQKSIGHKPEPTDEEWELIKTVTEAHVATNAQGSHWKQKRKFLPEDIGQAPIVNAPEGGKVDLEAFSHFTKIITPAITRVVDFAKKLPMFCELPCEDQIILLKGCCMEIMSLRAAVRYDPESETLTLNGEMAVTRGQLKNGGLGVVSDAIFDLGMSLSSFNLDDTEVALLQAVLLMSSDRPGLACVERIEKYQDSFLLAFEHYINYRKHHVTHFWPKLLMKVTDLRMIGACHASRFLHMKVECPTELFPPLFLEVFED
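Human TRb LBD (0.6 uM) plus Texas Red-labeled SRC2 peptide (20 nM), 1uM T3, 5% DMSO, 5 hr at ambient temperature. Decreased polarization (555/632 nm) flags inhibition; data normalized to free and bound peptide controls.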
TexasRed fluor – Total Fluorescence Counterscreen for Inhibitors of the Interaction of Thyroid Hormone Receptor and Steroid Receptor Coregulator 2. TRb/SRC2 Texas Red total fluorescence interference. Potency, µM (series often up to 106 µM), for the others: at the highest dose fluorescence change, negative = quenching. hit rate 0.29% among 280,000. AID 1479, 2009; active = well fitted curve in either direction with a large enough effect; inconclusive = small, poorly fitted or top-dose-only effect
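Flags fluorescent or light-absorbing compounds by total fluorescence, S + 2P, at 555 nm excitation and 632 nm emission. Mixture: 20 nM Texas Red SRC2 peptide, 0.6 uM human TRb LBD, 1 uM T3, 5% DMSO; compound exposure 5 h at ambient temperature.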
An asterisk follows results filed as active; ? = inconclusive; nt = no result given; & = joins results of further samples; ! = not active in a repeat; [ ] = remark or other dose. Unless noted, calls come from the whole dose curve; as a rule, active = well fitted curve in the direction sought with a large enough effect; inconclusive = small, poorly fitted or top-dose-only effect, or another doubt; inactive = no such curve, though single readings can be large; an effect the other way counts as inactive or inconclusive. Unless noted, % is set by controls: 0 for no effect and ±100 for the full control effect; potency is the fitted concentration of half-maximal effect.

SMILES | Tau FP inhib | aGal spleen mod | ALDH1A1 block | Tau ThT inhib | L3MBTL1 inh | Tau fluor cs | TRb SRC2 PPI | TexasRed fluor
COc1ccc(C(=O)Nc2ccccc2N2CCN(C(=O)C(C)C)CC2)cc1Cl | 10% | 0% | -8% | -14% | -8% | -14% | -7% | -2%
O=C(N/N=C/c1ccc(OCC(=O)N2CCCCC2)cc1)c1ccccc1O | -7% | 4% | -6% | ? | 6% | -16% | 0% | -3%
Cc1cc(C)nc(N(C#N)Cc2ccccc2)n1 | 2% | 7% | 14µM* | 11% | 56%[activator] | 10% | -7% | -5%
Cc1[nH][nH]c(=O)c1C(c1ccc(N(C)C)c(Br)c1)c1c(C)[nH][nH]c1=O | 5% | 1% | nt | ? | -1% | -11% | -2% | 1%
Cc1cccc(N2CCN(C(=O)c3ccc4c(c3)N(Cc3ccccc3)C(=O)c3ccccc3S4(=O)=O)CC2C)c1 (stereo unspecified) | -1% | nt | nt | -3% | nt | -18% | 1% | -6%
CCOc1ccccc1CNC(=O)c1ccc2nc(N3CCC(C)CC3)sc2c1 | 3% | nt | nt | ? | nt | -24% | 13% | -12%
O=C(OCc1cc(=O)n2nc(-c3cccs3)sc2n1)c1cccc(F)c1 | -2% | nt | nt | ? | nt | 2% | -1% | 0%
COc1ccc(NC(=O)C2CCCN(S(=O)(=O)c3ccc4c(c3)CCCN4C(C)=O)C2)cc1 (stereo unspecified) | 1% | nt | nt | 5% | nt | 5% | -1% | 0%
C=CCNC(=S)NS(=O)(=O)c1cccs1 | 0% | 2% | 18µM* | 0% | -2% | 0% | -7% | 0%
CC(NC(=O)Cn1nc(C(=O)O)c2ccccc2c1=O)C12CC3CC(CC(C3)C1)C2 (stereo unspecified) | 2% | -1% | -1% | -4% | 5% | 0% | -7% | 0%
O=C(O)CCNC1CCCCC1 | 3% | 3% | nt | 9% | nt | 8% | 0% | 0%
Cc1c(O)ccc2c(O)c(NC(=O)c3ccc4c(c3)CCC(C)(C)O4)c(=O)oc12 | 5% | -9% | 4% | -9% | 5% | -4% | -6% | 0%
Cc1ccc2c(c1)C(N1CCN(C)CC1)=Nc1cccnc1N2 | -5% | 0% | -2% | -3% | nt | -6% | 4% | -31%
Oc1cc(OCc2ccccc2)ccc1-c1[nH]ncc1-c1ccccc1 | 25µM* | 0% | nt | -13% | -21% | 10µM*[quencher] | -4% | 0%
Cc1nc2ccccc2nc1OCc1ccccc1 | 3% | 8% | -2% | -13% | 32%[activator] | -3% | 3% | 3%
CC(C)CSC1=NSC2=NC(=O)/C(=C\c3ccccc3)C(=N)N12 | -1% | 8% | ? | ? | nt | -18% | 6% | 0%
O=C(OCC(=O)c1ccc(Cl)cc1Cl)c1ccc2c(c1)C(=O)N(c1cccc3ncccc13)C2=O | 4% | 0% | ? | ? | 0% | -6% | 4% | -4%
CCCS(=O)(=O)N1CCC(C(=O)NC2CCCC(C)C2C)CC1 (stereo unspecified) | 1% | 7% | -4% | -5% | 30% | -10% | 11% | 1%
CCNC(=O)C1CCCc2c1[nH]c1ccc(Cl)cc21 (stereo unspecified) | 13% | 3% | -5% | -4% | nt | -9% | -2% | 0%
COc1ccc(OC)c2[nH]c(=O)c(CCNC(=O)Cc3cccs3)cc12 | -4% | -1% | -1% | -1% | nt | -8% | -2% | -1%
CC(=O)c1sc(NC(=O)C(C)C)nc1C | 3% | -4% | 6% | 3% | 0% | 2% | 6% | -1%
Cc1c(Cl)c([N+](=O)[O-])nn1CC(=O)NCC1CCCO1 (stereo unspecified) | 6% | -1% | 8% | -10% | 4% | -11% | -7% | -3%
CCN(CC)S(=O)(=O)c1ccc2c(c1)N(CC(=O)NCc1ccccc1)C(=O)C1CCCCN21 (stereo unspecified) | 1% | nt | nt | -8% | nt | -25% | 2% | -1%
COc1cc(C2=NOC(C(=O)Nc3c(C)n(C)n(-c4ccccc4)c3=O)C2)cc(OC)c1OC (stereo unspecified) | 1% | 5% | nt | nt | nt | -1% | -7% | 0%
CCc1ccc(OCC(=O)N(CC)CC)cc1 | -3% | 1% | -6% | 6% | -5% | 4% | -5% | 1%
Further entries:
SMILES | Tau FP inhib | aGal spleen mod | ALDH1A1 block | Tau ThT inhib | L3MBTL1 inh | Tau fluor cs | TRb SRC2 PPI | TexasRed fluor
COc1ccc(Cn2c(C(=O)O)c(CNC3CCCCC3)c3ccc(C)cc32)cc1 | -1% | nt | nt | -2% | nt | -7% | 1% | -1%
COc1cc2nc(SCc3ccc(C(F)(F)F)cc3)n(Cc3cccs3)c(=N)c2cc1OC | -12% | 3% | -10% | -9% | 1% | ? | -13% | 4%
COc1ccc(S(=O)(=O)c2c(C(=O)c3ccc(C)c(C)c3)cnc3ccc(F)cc23)cc1 | -6% | nt | nt | -11% | nt | -13% | 4% | 4%
COc1ccc(C2N3CC4(C)CN2CC(c2ccccc2)(C3)C4=O)cc1OC (stereo unspecified) | -4% | nt | nt | 8% | nt | 5% | 0% | 0%
COc1ccc(CNC(=O)CN2C(=O)COc3ccc(S(=O)(=O)N4CCCCCC4)cc32)cc1 | 5% | nt | nt | -2% | nt | -20% | -4% | -1%
Cc1ccccc1Nc1nnc(SCC(=O)c2c(N)n(C)c(=O)n(C)c2=O)s1 | -7% | 2% | 12% | -1% | 7% | -12% | -6% | 0%
CCCn1c(N2CCN(Cc3cccc(C)c3)CC2)nc2c1c(=O)[nH]c(=O)n2C | 8% | 14% | -10% | -7% | nt | 0% | -23% | -1%
O=C(Oc1ccc(N(Cc2cccs2)C2=NS(=O)(=O)c3ccccc32)cc1)c1ccco1 | -9% | -1% | 28µM* | -10% | 10% | -14% | 10% | 0%
CC(C)N(C(=S)NC1CCCCC1)c1ccccc1 | -1% | -11% | 0% | -8% | nt | -11% | 1% | 1%
Cc1nn(CCC#N)c2[nH]c(=O)cc(C(F)(F)F)c12 | 6% | -8% | 9% | 2% | 0% | 2% | -7% | -3%
COc1ccc(OC)c(C2=NOC(C(=O)Nc3ccccc3SC)C2)c1 (stereo unspecified) | 1% | 5% | ? | -12% | nt | -25% | -1% | -4%
CC(C(=O)NC1=NCCS1)N1C(=O)c2ccccc2C1=O (stereo unspecified) | -13% | 4% | 1% | 0% | -8% | -3% | -7% | -1%
Cc1ccc(NC(=O)C2CC(=O)N(c3ccc(OC(C)C)cc3)C2)cc1 (stereo unspecified) | -1% | nt | nt | -1% | nt | -2% | -5% | -21%
COc1ccc(C(=O)CSc2nncn2C)cc1 | -7% | -4% | ? | -3% | nt | -7% | -11% | -8%
CCOC(=O)c1sc2ccccc2c1S(=O)(=O)Nc1ccc(C(C)=O)cc1 | -4% | nt | nt | ? | nt | -12% | 0% | -9%
CC(C)n1c(SCc2cc(=O)[nH]c3ccccc23)nc2c1c(=O)n(C)c(=O)n2C | 5% | -9% | 11% | -4% | nt | 3% | 2% | 0%
Cc1ccccc1OCC(=O)Nc1cccc2nsnc12 | -9% | -6% | ? | -16% | 13% | -4% | 0% | -4%
O=C1CC(N2CCC(c3nc4ccccc4o3)CC2)C(=O)N1c1cc(Cl)cc(Cl)c1 (stereo unspecified) | -4% | 9% | 4µM* | -17% | nt | -18% | 18% | 1%
O=C1c2ccccc2C(=O)C1c1ccc2ccccc2n1 | 2% | 0%&1% | 25µM*! | 2.2µM* | 25%[11.4 µM] | -5% | -9% | -3%
CCOc1ccccc1N(CC(=O)O)S(=O)(=O)c1ccccc1 | 2% | -3% | -7% | 2% | -4%[11.4 µM] | 8% | 11% | 2%
O=C(Cn1c(=O)n(-c2ccc(F)cc2)c(=O)c2sc3ccccc3c21)N1CCCC1 | -13% | nt | nt | 8% | nt | 1% | -6% | -1%
COc1ccc(Cl)cc1NC(=S)N1CCN(C(=O)c2ccco2)CC1 | 3% | 9% | ? | -5% | 0% | -1% | -22% | -1%
CC(=O)NCC(=O)OCC(=O)Nc1nc(-c2ccccc2)cs1 | 12% | 6% | -2% | -1% | 6% | 6% | 2% | -2%
COc1ccccc1-c1cc(C(F)(F)F)nc(NCc2cccs2)n1 | ? | 9% | ? | -9% | 61%[activator] | -25% | 2% | 1%
Cc1ccc(C2N=C(N)Nc3nc(=O)c4ccccc4n32)cc1 (stereo unspecified) | -6% | 7% | nt | -1% | -17% | -18% | 8% | 4%
CCOC(=O)c1sc2nc(NC(=O)C3CCCCC3)sc2c1C | ? | -12% | ? | -21% | 5% | -18% | 5% | -3%
C/C(=N\NC(=O)Cc1c[nH]c2ccccc12)c1ccc2ccccc2c1 | -4% | -3% | ? | ? | -25% | ? | 5% | -3%
CC1CC(C)CN(c2oc(Cc3ccccc3)nc2C#N)C1 (stereo unspecified) | 11% | -1% | -9% | -11% | ? | -5% | 1% | 0%
Cc1onc(-c2ccccc2)c1C(=O)N1CC(C)OC(C)C1 (stereo unspecified) | -1% | 1% | 13% | -6% | 6% | -4% | 8% | -1%
Cc1noc(C)c1COC(=O)C1CC(O)CN1S(=O)(=O)c1ccc(Cl)cc1 (stereo unspecified) | 5% | 8% | 10% | -3% | nt | -4% | -6% | -3%

Three entries from above, comma-delimited.
mol,Tau FP inhib,aGal spleen mod,ALDH1A1 block,Tau ThT inhib,L3MBTL1 inh,Tau fluor cs,TRb SRC2 PPI,TexasRed fluor
CCOc1ccccc1N(CC(=O)O)S(=O)(=O)c1ccccc1,2%,-3%,-7%,2%,-4%[11.4 µM],8%,11%,2%
O=C(Cn1c(=O)n(-c2ccc(F)cc2)c(=O)c2sc3ccccc3c21)N1CCCC1,-13%,nt,nt,8%,nt,1%,-6%,-1%
COc1ccc(Cl)cc1NC(=S)N1CCN(C(=O)c2ccco2)CC1,3%,9%,?,-5%,0%,-1%,-22%,-1%

Compounds as they come; any-hit rate near 8.5%.
